Lmaj promast: Leishmania major promastigote growth inhibition, primary screen | Leishmania major promastigotes, resazurin fluorescence viability | inhibition, % at 10 µM | 200,000 tested, 9% active | AID 1063, 2008; in the data active = inhibition above about 50%;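 note: promastigotes grown with compound for 44 hours at 28 °C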
TLR4 MyD88 comp: inhibitors of TLR4-MyD88 association in cells, primary screen, cell-based, HeLa CL3-4, BLA complementation, FRET ratio; Toll-like receptor 4 (Homo sapiens) + Myeloid differentiation primary response protein …; HeLa CL3-4 TLR4/MyD88 BLA complementation; inhibition, % at 8.4 µM; 200,000 tested, 0.18% active; in the data active = inhibition above about 25%;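 note: 0% = vehicle and 100% = reference inhibitor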
Target sequence (O00206 whole entry, looked up): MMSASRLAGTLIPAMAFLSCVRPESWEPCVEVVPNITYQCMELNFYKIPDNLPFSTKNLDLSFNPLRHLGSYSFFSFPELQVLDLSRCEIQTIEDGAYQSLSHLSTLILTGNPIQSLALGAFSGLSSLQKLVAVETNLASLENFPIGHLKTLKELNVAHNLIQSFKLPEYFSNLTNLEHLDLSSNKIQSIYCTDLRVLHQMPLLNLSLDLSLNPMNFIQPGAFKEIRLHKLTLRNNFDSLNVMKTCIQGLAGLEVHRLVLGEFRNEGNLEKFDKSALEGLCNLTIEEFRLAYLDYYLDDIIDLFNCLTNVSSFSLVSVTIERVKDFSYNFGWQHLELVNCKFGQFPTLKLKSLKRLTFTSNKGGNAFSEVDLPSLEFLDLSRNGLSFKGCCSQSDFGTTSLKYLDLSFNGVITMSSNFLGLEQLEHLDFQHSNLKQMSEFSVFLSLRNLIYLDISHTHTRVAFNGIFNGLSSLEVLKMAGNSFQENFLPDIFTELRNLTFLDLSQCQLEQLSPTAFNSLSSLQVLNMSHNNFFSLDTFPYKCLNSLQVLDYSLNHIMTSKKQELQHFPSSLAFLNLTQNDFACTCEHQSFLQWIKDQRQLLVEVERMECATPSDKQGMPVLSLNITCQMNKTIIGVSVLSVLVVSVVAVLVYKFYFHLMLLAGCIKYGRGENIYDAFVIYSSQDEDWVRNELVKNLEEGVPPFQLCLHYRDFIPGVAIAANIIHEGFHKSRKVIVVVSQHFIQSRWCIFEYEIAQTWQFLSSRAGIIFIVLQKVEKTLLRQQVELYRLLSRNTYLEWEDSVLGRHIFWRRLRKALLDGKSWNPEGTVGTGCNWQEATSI
Target sequence (Q99836 whole entry, looked up): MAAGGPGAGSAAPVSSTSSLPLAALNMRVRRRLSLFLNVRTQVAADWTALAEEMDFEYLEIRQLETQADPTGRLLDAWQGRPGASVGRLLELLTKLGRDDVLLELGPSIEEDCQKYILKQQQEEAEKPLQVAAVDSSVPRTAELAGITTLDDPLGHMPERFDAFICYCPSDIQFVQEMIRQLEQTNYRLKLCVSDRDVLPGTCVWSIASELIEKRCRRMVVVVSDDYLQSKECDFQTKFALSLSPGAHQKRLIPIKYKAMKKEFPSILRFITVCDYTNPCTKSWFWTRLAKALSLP
PPARg SRC-2 ag: agonists of PPARg-SRC-2 recruitment, primary screen, biochemical, HTS. AID 1032, 2008. activation, % at 8 µM. PPARgamma LBD-SRC-2 recruitment. Peroxisome proliferator-activated receptor gamma (Homo sapiens), P37231. 200,000 tested, 0.34% active; in the data active = activation above about 22%;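 note: 0% = vehicle and 100% = reference agonist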
SRC2 TRFRET art: TR-FRET signal artefacts, primary screen, artefact control for PPARgamma SRC-2 agonist project, biochemical. TR-FRET artefact counter-screen; stronger effect = higher value. TR-FRET ratio at 8 µM. 200,000 tested, 0.4% active; in the data active = TR-FRET ratio above about 2000; note: inactives centre near 1500
ROMK mod: ROMK potassium channel modulators, primary screen, cell-based, thallium flux, MLSMR library. ATP-sensitive inward rectifier potassium channel 1 (Homo sapiens), P48048. Tet-inducible ROMK, thallium flux fluorescence; actives lie on both sides. B-score at 10 µM. 130,000 tested, 2% active. AID 1918, 2009;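 active = signal ratio slope over the read window, or its plate-corrected B-score, at least 3 SD from the plate mean, either direction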;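 note: B-score of the F/F0 ratio slope over 7 to 12 s after thallium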
DTT redox prof: compounds producing H2O2 with reducing agent – biochemical, NIH compound library profiling, artefact control for MLSCN library redox annotation, primary screen. 200,000 tested, 0.03% active. activation, % at 10 µM. DTT-dependent redox cycling H2O2, phenol red/HRP absorbance; 100% = 100 µM peroxide control, 0% = buffer;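 active = activation of at least 50% relative to the plate's high and low controls in the primary single-dose screen; inactive = activation below 50%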;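 note: compound incubated with DTT at 0.8 mM final as the reducing agent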
bIAP act: bovine intestinal alkaline phosphatase activators, primary screen, biochemical, bovine IAP, CDP-star luminescence; 200,000 tested, 0.17% active; alkaline phosphatase, intestinal [Bos taurus]; purified bovine IAP, 30 min; stronger effect = higher value; fold of DMSO-control signal, blank-subtracted; AID 1016, 2008; activation factor at 20 µM;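 active = activation factor of 2 or more at 20 µM, a signal rise over negative controls twice the positive control's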
bIAP inh: bovine intestinal alkaline phosphatase inhibitors, primary screen, selectivity assay for TNAP inhibitor project, biochemical, bovine IAP, CDP-star luminescence | alkaline phosphatase, intestinal [Bos taurus] | purified bovine IAP, 30 min | inhibition, % at 20 µM | 190,000 tested, under 10 active;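 active = over 50% inhibition of intestinal alkaline phosphatase at 20 µM in the single-dose screen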
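Assay system – bovine IAP enzyme · Quantity – bovine IAP at 1/65,000,000 final dilution · Detection – CDP-star luminescence signal · Times – 30 min reaction at room temperature · Also added – CDP-star substrate at 30 µM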
S1P3 antagonist: S1P3 receptor antagonists, primary screen, cell-based | Sphingosine 1-phosphate receptor 3 (Homo sapiens), Q99500 | CHO S1P3 NFAT-BLA reporter, FRET fluorescence, antagonist mode | inhibition, % at 4.98 µM | 170,000 tested, 0.27% active;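 active = inhibition above the plate cutoff, the mean inhibition of test wells on that plate plus 3 SD, cut at about 28% in these data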;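 note: cells challenged with S1P at its EC80 of 0.8 µM; blue over green emission ratio from cleaved BLA substrate after 4 h stimulation; 0% = S1P-stimulated wells and 100% = unstimulated DMSO-only wells; some compounds past the cut are filed as inactive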
PPARg SRC-1 ag: PPARgamma agonists recruiting SRC-1 coactivator, primary screen, biochemical. Peroxisome proliferator-activated receptor gamma (Homo sapiens), P37231. activation, % at 8 µM. PPARgamma-SRC-1 coactivator recruitment biochemical assay. 200,000 tested, 0.41% active. AID 631, 2007; in the data active = activation above about 19%;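 note: 0% = DMSO and 100% = reference agonist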
PPARg SRC-3 ag: PPARgamma agonists recruiting SRC-3 coactivator, primary screen, biochemical. Peroxisome proliferator-activated receptor gamma (Homo sapiens), P37231. biochemical PPARgamma/SRC-3 coactivator recruitment assay. activation, % at 8 µM. 200,000 tested, 0.26% active. AID 731, 2007; in the data active = activation above about 23%;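 note: 0% = DMSO and 100% = reference agonist; some compounds past the cut are filed as inactive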
Starred values were filed as active, the others as inactive; x = no result given.

compound	Lmaj promast	TLR4 MyD88 comp	PPARg SRC-2 ag	SRC2 TRFRET art	ROMK mod	DTT redox prof	bIAP act	bIAP inh	S1P3 antagonist	PPARg SRC-1 ag	PPARg SRC-3 ag
CN(C)c1ccc(NC(=O)CC(NCc2ccccn2)C(=O)O)cc1 (stereo not given)	-8	-13	-9	1268	0.14	-0.1	0.9	7	6	-3	0
COc1ccc(-c2noc(CCC(=O)Nc3nc4ccccc4s3)n2)cc1	-2	-9	-6	1305	0.13	0.1	1	0	x	0	-4
Cc1noc(C)c1COC(=O)c1cc2c3ccccc3n(C)c2s1	-12	1	3	1667	x	0.3	1	-2	26	4	-3
Cc1cc(C)n(C(=O)C(C(=O)c2ccccc2)C(C)C)n1 (stereo not given)	-4	-5	5	1508	-0.1	-0.4	1	4	-5	0	-1
Cc1cnc(-c2nnc(N(C)C(=O)C3CCCO3)s2)cn1 (stereo not given)	0	0	6	1631	0.14	2.2	1	4	-26	7	0
CN1C(=O)CC(Sc2ccccc2C(=O)O)C1=O (stereo not given)	1	-13	1	1588	x	0.2	1	0	x	4	12
CCOC(=O)CNC(=O)c1cc(-c2ccc3c(c2)OCCO3)oc1C	22	-23	4	1601	x	2.7	0.9	8	x	-1	1
Cc1ccc(CNC(=O)C2CCN(S(=O)(=O)N3CCOCC3)CC2)cc1	-6	2	3	1806	-0.71	1.5	0.9	6	-4	0	11
COc1cc(-c2noc(-c3cccs3)n2)cc(OC)c1OC	-2	0	2	1361	x	0.0	1	-2	6	-6	10
COc1ccc(C(=O)c2cc3cccc(OC)c3o2)cc1	-5	-7	11	1633	-0.065	0.0	0.9	7	3	2	-1
CS(=O)(=O)Nc1ccc(C(=O)Nc2ccc3c(c2)OCO3)cc1	-3	-1	5	1696	-0.16	-0.1	1	0	-14	6	0
O=C(CN1CCN(c2ncc(C(F)(F)F)cc2Cl)CC1)NCCNc1ncc(C(F)(F)F)cc1Cl	6	2	-5	1650	1	0.8	0.9	8	x	2	2
C/C(=N\NC(=O)c1cccc(F)c1)c1ccc(Br)s1	6	11	10	1715	x	0.7	0.9	11	x	10	-1
O=C(COC(=O)c1ccc2[nH]c3c(c2c1)CCCC3)NC1CCS(=O)(=O)C1 (stereo not given)	6	0	5	1735	-1.4	-0.6	0.9	8	-26	11	2
O=C(/C=C/Nc1ccccc1Br)c1ccccn1	6	1	-7	1524	0.8	0.0	0.9	10	x	-1	-9

More structures.
compound	Lmaj promast	TLR4 MyD88 comp	PPARg SRC-2 ag	SRC2 TRFRET art	ROMK mod	DTT redox prof	bIAP act	bIAP inh	S1P3 antagonist	PPARg SRC-1 ag	PPARg SRC-3 ag
CCOCCCNC(=S)N1CCN(C(=O)C(=O)Nc2ccc(C(=O)OC)cc2)CC1	48	-17	6	1634	-0.021	0.2	1.1	-7	4	-3	2
CN(C)CCCNc1ncnc2scc(-c3ccccc3)c12	33	-8	-4	1406	2.1	-0.1	1	0	-9	1	5
Nc1nnc(CSCc2ccc(Cl)cc2Cl)s1	-1	-21	2	1654	0.24	0.3	0.9	6	-6	2	2
Cc1cc(C)nc(-n2nc(C)cc2NC(=O)CN2CCC(C)CC2)n1	22	3	-7	1491	x	1.6	1	-3	x	-7	-4
Cc1cc(C)n(-c2nnc3n2N=C(c2ccccc2)CS3)n1	7	5	1	1481	0.73	2.0	0.9	9	-29	5	9
CC(=O)Nc1cccc(N(C(=O)C2COc3ccccc3O2)C(C(=O)NC2CCCCC2)c2cn(C)nc2C)c1 (stereo not given)	-7	-3	3	1688	x	0.0	1	-4	-1	0	1
N#Cc1nc(-c2ccccc2F)oc1NCCN1CCOCC1	1	9	4	1783	x	-0.9	1	0	-4	8	6
O=c1cc(-c2ccco2)nc(-c2cccs2)o1	11	10	9	1636	0.96	-0.7	1	5	x	4	-1
CCOc1ccccc1NC(=O)CSc1ccc2nnc(-c3cccnc3)n2n1	13	-17	10	1716	0.55	-0.6	1	3	-10	4	3
COC(=O)c1ccccc1NC(=O)Oc1ccc(C(C)C)cc1	0	2	6	1595	x	0.6	0.9	13	x	1	-5
Cc1nc(-c2ccc(C(=O)O)cc2)cs1	-9	-1	12	1393	x	-0.2	1	1	-18	-2	10
COc1ccc(NC(=S)N2CCCC2c2ccc(OC)c(OC)c2)cc1 (stereo not given)	-9	-8	0	1422	-0.61	-0.3	0.9	5	-8	1	0
COC(=O)c1ccc(C)c(NS(=O)(=O)c2ccc(NC(C)=O)cc2)c1	2	1	6	1492	x	-1.3	0.9	11	-24	12	12
CCOc1cccc(CN2CCN(CCc3ccccc3)C(CCO)C2)c1O (stereo not given)	10	3	-5	1431	-0.088	-0.4	1	-5	-4	-3	1
Cn1c(CC(=O)Nc2ccccc2)nnc1SCC(=O)c1ccccc1	15	-1	4	1596	0.61	2.1	1.1	-11	2	9	7

Next structures:
compound	Lmaj promast	TLR4 MyD88 comp	PPARg SRC-2 ag	SRC2 TRFRET art	ROMK mod	DTT redox prof	bIAP act	bIAP inh	S1P3 antagonist	PPARg SRC-1 ag	PPARg SRC-3 ag
COc1ccccc1CNCC(=O)Nc1ccccc1-n1cccc1	-2	-5	-3	1714	-1.6	0.6	1	-3	14	9	6
CCOCCCNC(=O)C(NC(=O)c1ccc(=O)[nH]c1)c1ccccc1 (stereo not given)	0	3	-1	1492	0.64	0.3	1	4	x	-8	-6
Cc1ccc2nc(NC(=O)CSc3nc4c(c(=O)n3C)SC(C)C4)sc2c1 (stereo not given)	24	5	1	1654	x	-1.1	1	-4	-30	6	-4
CCOC(=O)c1cc2c(ccn2C)n1CC(=O)N1CCCC(C)C1 (stereo not given)	11	2	2	1499	x	3.2	1	0	x	-4	-5
CCC(C(=O)OCC(=O)Nc1ccc(OC)cc1OC)c1ccccc1 (stereo not given)	3	14	1	1640	0.34	-0.2	1	0	-7	13	0
CCc1ccc(NC(=O)CCNS(=O)(=O)c2cccc3nonc23)cc1	-4	4	3	1556	x	-2.6	1	0	x	5	2
CCOC(=O)C1CCCN(C2CC(=O)N(c3ccc(N4C(=O)CC(N5CCCC(C(=O)OCC)C5)C4=O)cc3)C2=O)C1 (stereo not given)	0	-1	6	1596	x	-0.3	1.3	-32	-16	4	0
C/C(=N\NC(=O)c1ccccc1C)c1cccc([N+](=O)[O-])c1	-4	12	-3	1655	x	-8.7	0.9	8	x	3	2
O=C(CSc1nc2ncccc2[nH]1)c1cccc([N+](=O)[O-])c1	37	-15	-3	1424	x	0.3	0.9	12	-6	-3	-3
O=C(CC1CCOCC1)Nc1ccc(Cl)c(Cl)c1	0	-11	0	1466	0.2	0.2	1	3	11	2	2
Cc1c(O)c(=O)c2ccccc2n1C	2	-9	5	1572	1.6	-0.1	0.9	8	-10	7	1
O=C(NC(NNc1ccc([N+](=O)[O-])cc1)(C(F)(F)F)C(F)(F)F)c1ccccc1Cl	-6	5	2	1558	-0.47	-8.0	0.8	18	x	-4	3
COc1ccc(S(=O)(=O)c2ccc(OCC3CO3)cc2)cc1 (stereo not given)	-9	5	0	1511	-0.14	-1.6	1.1	-5	-1	1	-2
c1ccc(NC2=Nc3ccccc3CS2)cc1	4	-8	6	1506	x	1.6	0.8	15	-6	11	-5
CCCCN(CC)C(=O)c1cccc(Cl)c1	-7	13	-1	1374	x	2.4	1.1	-8	-30	6	1

Full records, quoted from the list. Values in the order: Lmaj promast	TLR4 MyD88 comp	PPARg SRC-2 ag	SRC2 TRFRET art	ROMK mod	DTT redox prof	bIAP act	bIAP inh	S1P3 antagonist	PPARg SRC-1 ag	PPARg SRC-3 ag
Cc1c(O)c(=O)c2ccccc2n1C reads 2	-9	5	1572	1.6	-0.1	0.9	8	-10	7	1
O=C(NC(NNc1ccc([N+](=O)[O-])cc1)(C(F)(F)F)C(F)(F)F)c1ccccc1Cl reads -6	5	2	1558	-0.47	-8.0	0.8	18	x	-4	3
CCOCCCNC(=O)C(NC(=O)c1ccc(=O)[nH]c1)c1ccccc1 (stereo not given) reads 0	3	-1	1492	0.64	0.3	1	4	x	-8	-6

(further entries)
compound	Lmaj promast	TLR4 MyD88 comp	PPARg SRC-2 ag	SRC2 TRFRET art	ROMK mod	DTT redox prof	bIAP act	bIAP inh	S1P3 antagonist	PPARg SRC-1 ag	PPARg SRC-3 ag
O=S(=O)(CCc1nc2ccccc2[nH]1)c1ccc(Br)cc1	-5	-12	4	1551	-0.66	-0.1	0.6	39	-6	-6	2
CCOc1cccc(NC(=O)C2CC(=O)N(c3ccc(F)cc3)C2)c1 (stereo not given)	-6	-8	5	1456	0.057	-0.4	1	4	-3	0	1
COc1ccc(-c2csc(/C(C#N)=C/Nc3ccc4c(c3)OCCO4)n2)cc1	5	10	0	1525	-0.29	0.7	0.8	23	2	0	-3
S=C(Nc1ccccc1)N1CCOCC1	-7	2	-2	1279	1.2	-1.2	1.1	-6	-7	-6	2
Cn1c(NN)nc2ccccc2c1=O	18	2	6	1580	1.1	-0.8	1	4	7	8	6
CCOc1ccc(NCc2nnc(SCC(=O)Nc3cc(C)on3)n2-c2ccccc2OC)cc1	11	-7	10	1441	x	2.8	0.9	7	-29	1	8

Assay outcomes: PubChem BioAssay, several laboratories
